# T cruzi intra: inhibitors of intracellular Trypanosoma cruzi, primary screen, cell-based, plate reader, single point, set 2. intracellular Trypanosoma cruzi in host cells. activity score (inhibition), % at 5.01 µM. hit rate 4.9% among 22,000. AID 651903, 2012; in the data active means activity score above about 55%; inconclusive means no clear call, values can overlap the other calls;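 further: parasites and compound incubated about four days before reading; 0% = median of neutral control wells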
# INS-1E rescue: protection of INS-1E cells from cytokine death, primary screen, ATP luminescence, single point; INS-1E cytokine-induced death, 48 h; normalised: neutral wells 0, positive control 100; hit rate 0.1% among 20,000; protection from cytokine-induced ATP loss, % at 10 µM;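 active means mean replicate protection from cytokine-induced ATP loss at least 50% and at least 75% of replicates each reaching 50%; inconclusive means meets only one of the two criteria, mean or replicate share; inactive means fails both the mean and replicate share criteria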
#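 Assay system – rat INS-1E insulinoma cell line · Quantity – 8000 cells per well · Buffer or medium – RPMI without phenol red, 5% FBS · Schedule – 48 h co-treatment, 10 min post-lysis read · Technique – luminescent ATP assay (CellTiter-Glo)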
# The depositor's hits bear a star; ? = inconclusive; . = not tested or not shown.
mol,T cruzi intra,INS-1E rescue
C[C@H]1CN([C@@H](C)CO)C(=O)Cc2cc(NS(=O)(=O)c3ccccc3)ccc2O[C@@H]1CN(C)Cc1ccc(C(F)(F)F)cc1,67.0*,10.7
C[C@H]1CN([C@@H](C)CO)C(=O)Cc2cc(NS(=O)(=O)c3ccc(F)cc3)ccc2O[C@H]1CN(C)S(=O)(=O)c1ccccc1,-2.6,6.0
CNC[C@H]1Oc2ccc(NS(=O)(=O)c3ccc(F)cc3)cc2CC(=O)N([C@H](C)CO)C[C@H]1C,-11.6,0.6
C[C@H](CO)N1C[C@H](C)[C@H](CN(C)C(=O)Nc2ccccc2)Oc2ccc(NC(=O)Nc3ccc(F)cc3)cc2CC1=O,-5.0,5.6
C[C@H](CO)N1C[C@H](C)[C@H](CN(C)C(=O)Nc2cccc3ccccc23)Oc2c(NS(C)(=O)=O)cccc2C1=O,-17.6,3.5
C[C@H](CO)N1C[C@H](C)[C@H](CN(C)C)Oc2ccc(NS(=O)(=O)c3cn(C)cn3)cc2C1=O,-20.4,.
C[C@H](CO)N1C[C@H](C)[C@H](CN(C)S(=O)(=O)c2ccc(C#N)cc2)Oc2ncc(-c3cc4ccccc4o3)cc2C1=O,50.3,.
C[C@H](CO)N1C[C@H](C)[C@H](CN(C)Cc2ccc(-c3ccccc3)cc2)Oc2ccc(NC(=O)CCCCCC(=O)Nc3ccccc3N)cc2C1=O,14.4,2.7
Cc1ccc(S(=O)(=O)Nc2cccc3c2O[C@H](CN(C)S(=O)(=O)c2cn(C)cn2)[C@H](C)CN([C@H](C)CO)C3=O)cc1,-14.2,13.3
Cc1ccc(S(=O)(=O)Nc2ccc3c(c2)CC(=O)N([C@H](C)CO)C[C@@H](C)[C@@H](CN(C)C)O3)cc1,-35.0,6.7
COc1ccc(NC(=O)N(C)C[C@H]2Oc3c(NC(=O)Nc4cccc5ccccc45)cccc3C(=O)N([C@H](C)CO)C[C@@H]2C)cc1,21.5,-0.3
C[C@H](CO)N1C[C@H](C)[C@H](CN(C)S(=O)(=O)c2ccc(F)cc2)Oc2ccc(NC(=O)C3CCCCC3)cc2C1=O,-3.5,.
COC(=O)CCCCCCC(=O)N/N=C/c1ccc(OCCO)cc1,-21.0,3.5
C[C@@H]1CN([C@H](C)CO)C(=O)Cc2cc(NC(=O)CCCCCC(=O)Nc3ccccc3N)ccc2O[C@H]1CN(C)S(=O)(=O)c1cn(C)cn1,-54.0,-4.4
COc1ccc(S(=O)(=O)N(C)C[C@H]2Oc3ccc(NC(=O)Cc4ccccc4)cc3C(=O)N([C@@H](C)CO)C[C@H]2C)cc1,13.2,-5.3
Cc1noc(C)c1NC(=O)Nc1cccc2c1O[C@H](CN(C)S(=O)(=O)c1ccccc1)[C@H](C)CN([C@H](C)CO)C2=O,-10.2,4.1
CC(C)NC(=O)Nc1ccc2c(c1)C(=O)N([C@H](C)CO)C[C@@H](C)[C@@H](CN(C)Cc1ccc(C(=O)O)cc1)O2,-38.9,17.2
COc1ccc(NC(=O)N(C)C[C@@H]2Oc3ccc(NC(=O)Nc4ccc5c(c4)OCO5)cc3CC(=O)N([C@@H](C)CO)C[C@@H]2C)cc1,-2.8,8.7
C[C@@H]1CN([C@H](C)CO)C(=O)c2cccc(NC(=O)C3CCCCC3)c2O[C@H]1CN(C)S(=O)(=O)c1ccc(F)cc1,2.4,3.4
C[C@H](CO)N1C[C@H](C)[C@@H](CN(C)C(=O)Nc2ccc(F)cc2)Oc2ccc(NC(=O)Nc3ccc4c(c3)OCO4)cc2C1=O,-9.0,6.9
Cc1noc(C)c1NC(=O)N(C)C[C@H]1Oc2ccc(NS(=O)(=O)c3cccs3)cc2C(=O)N([C@@H](C)CO)C[C@H]1C,6.2,.
C[C@@H]1CN([C@@H](C)CO)C(=O)c2cccc(NC(=O)Nc3ccc(F)cc3)c2O[C@@H]1CN(C)Cc1ccc(C(F)(F)F)cc1,7.5,-53.4
C[C@@H]1CN([C@H](C)CO)C(=O)Cc2cc(NC(=O)Nc3ccc(C(F)(F)F)cc3)ccc2O[C@H]1CN(C)CC1CC1,7.8,-11.1
COc1ccc(S(=O)(=O)Nc2cccc3c2O[C@H](CN(C)C(=O)Nc2ccc(C(F)(F)F)cc2)[C@H](C)CN([C@@H](C)CO)C3=O)cc1,24.9,-37.5
C[C@@H]1CN([C@@H](C)CO)C(=O)Cc2cc(NS(=O)(=O)c3cccs3)ccc2O[C@@H]1CN(C)Cc1ccc(-c2ccccc2)cc1,23.6,-17.3
C[C@@H]1CN([C@H](C)CO)C(=O)Cc2cc(NC(=O)CCCCCC(=O)Nc3ccccc3N)ccc2O[C@H]1CN(C)CC1CC1,-28.4,4.9
C[C@H]1CN([C@@H](C)CO)C(=O)Cc2cc(NC(=O)Nc3ccc(F)cc3)ccc2O[C@@H]1CN(C)C(=O)Nc1ccc2c(c1)OCO2,.,2.3
C[C@H](CO)N1C[C@H](C)[C@H](CN(C)Cc2ccc(-c3ccccc3)cc2)Oc2ccc(NC(=O)C3CC3)cc2CC1=O,45.4,-5.7
COc1ccc(NC(=O)N(C)C[C@H]2Oc3ccc(NS(=O)(=O)c4cccs4)cc3C(=O)N([C@@H](C)CO)C[C@H]2C)cc1,-4.7,.
COc1ccc(S(=O)(=O)Nc2ccc3c(c2)CC(=O)N([C@H](C)CO)C[C@@H](C)[C@H](CN(C)CC2CCCCC2)O3)cc1,58.6*,-8.8
C[C@H]1CN([C@@H](C)CO)C(=O)Cc2cc(NS(=O)(=O)c3ccc(Cl)cc3)ccc2O[C@@H]1CN(C)CC1CCCCC1,53.2,-12.4
C[C@@H]1CN([C@@H](C)CO)C(=O)Cc2cc(NC(=O)NC3CCCCC3)ccc2O[C@@H]1CN(C)C(=O)Nc1ccc(F)cc1,-7.7,14.0
Cc1noc(C)c1NC(=O)N(C)C[C@@H]1Oc2ccc(NC(=O)CCCCCC(=O)Nc3ccccc3N)cc2C(=O)N([C@H](C)CO)C[C@@H]1C,-26.6,0.9
C[C@@H]1CN([C@H](C)CO)C(=O)c2cccc(NC(=O)NC3CCCCC3)c2O[C@@H]1CN(C)S(=O)(=O)c1ccccc1,-0.3,-4.2
C[C@@H]1CN([C@@H](C)CO)C(=O)c2cccc(NS(C)(=O)=O)c2O[C@H]1CN(C)C(=O)Nc1cccc2ccccc12,-12.4,-0.4
C[C@H]1CN([C@@H](C)CO)C(=O)c2cc(NC(=O)CCCCCC(=O)Nc3ccccc3N)ccc2O[C@@H]1CN(C)C(=O)Nc1cccc2ccccc12,-20.9,1.6
C[C@H](CO)N1C[C@H](C)[C@@H](CN(C)Cc2ccc(C(F)(F)F)cc2)Oc2c(NS(=O)(=O)c3cccs3)cccc2C1=O,7.4,-3.8
C[C@@H]1CN([C@@H](C)CO)C(=O)CCCn2cc(nn2)CO[C@H]1CN(C)C(=O)c1ccc2ccn(C)c2c1,-16.1,.
C[C@@H]1CCCCO[C@H](CN(C)C(=O)CCCN(C)C)[C@@H](C)CN([C@H](C)CO)C(=O)c2cc(NC(=O)Nc3ccccc3)ccc2O1,23.0,9.4
C[C@H](CO)N1C[C@H](C)[C@H](CN(C)Cc2ccc(C(F)(F)F)cc2)Oc2ccc(NC(=O)Cn3cnnn3)cc2C1=O,-13.4,-1.5
Cc1ccc(S(=O)(=O)Nc2ccc3c(c2)CC(=O)N([C@@H](C)CO)C[C@@H](C)[C@@H](CN(C)S(=O)(=O)c2ccc(C)cc2)O3)cc1,61.7*,-5.3
C[C@@H]1CN([C@@H](C)CO)C(=O)c2cc(NS(=O)(=O)c3ccc(F)cc3)ccc2O[C@@H]1CN(C)S(C)(=O)=O,1.6,.
C[C@H](CO)N1C[C@H](C)[C@@H](CN(C)S(=O)(=O)c2ccc(Cl)cc2)Oc2ccc(NC(=O)CCN3CCOCC3)cc2C1=O,-4.0,-4.5
C[C@@H]1CN([C@H](C)CO)C(=O)Cc2cc(NS(=O)(=O)c3cccs3)ccc2O[C@H]1CN(C)S(=O)(=O)c1ccc(Cl)cc1,-26.3,6.8
C[C@@H]1CN([C@H](C)CO)C(=O)c2cccc(NC(=O)C3CCCCC3)c2O[C@@H]1CN(C)Cc1ccncc1,6.6,3.5
C[C@@H]1CN([C@H](C)CO)C(=O)Cc2cc(NC(=O)Nc3cccc4ccccc34)ccc2O[C@@H]1CN(C)S(=O)(=O)c1ccccc1,5.3,2.8
C[C@H]1CN([C@@H](C)CO)C(=O)Cc2cc(NC(=O)Cc3ccccc3)ccc2O[C@@H]1CN(C)C(=O)Nc1ccc(F)cc1,-5.8,-0.6
COc1ccc(NC(=O)Nc2ccc3c(c2)CC(=O)N([C@@H](C)CO)C[C@@H](C)[C@@H](CN(C)S(=O)(=O)c2cccs2)O3)cc1,3.3,12.6
C[C@@H]1CCCCO[C@H](CN(C)S(=O)(=O)c2cn(C)cn2)[C@@H](C)CN([C@H](C)CO)C(=O)c2cc(NC(=O)Cc3ccccc3)ccc2O1,-34.3,7.2
C[C@H](CO)N1C[C@H](C)[C@H](CN(C)C)Oc2ccc(NS(=O)(=O)c3ccc(Cl)cc3)cc2C1=O,-5.9,3.5
CNC[C@H]1Oc2ccc(NC(=O)NC(C)C)cc2C(=O)N([C@@H](C)CO)C[C@@H]1C,0.6,5.1
CC(C)NC(=O)N(C)C[C@H]1Oc2c(NS(=O)(=O)c3ccccc3)cccc2C(=O)N([C@@H](C)CO)C[C@H]1C,14.8,3.3
Cc1noc(C)c1NC(=O)Nc1ccc2c(c1)CC(=O)N([C@H](C)CO)C[C@@H](C)[C@@H](CN(C)Cc1ccncc1)O2,-19.7,8.2
C[C@H]1CN([C@@H](C)CO)C(=O)c2cccc(NC(=O)C3CC3)c2O[C@H]1CN(C)C(=O)NC1CCCCC1,24.4,8.8
C[C@@H]1CN([C@H](C)CO)C(=O)c2cccc(NS(=O)(=O)c3ccccc3)c2O[C@H]1CN(C)Cc1ccc(C(F)(F)F)cc1,4.4,2.6
C[C@@H]1CCCCO[C@H](CN(C)C(=O)Nc2ccccc2)[C@@H](C)CN([C@H](C)CO)C(=O)c2cc(NS(=O)(=O)c3ccccc3)ccc2O1,21.6,4.3
Cc1ccc(S(=O)(=O)N(C)C[C@@H]2Oc3ccc(NS(=O)(=O)c4ccc(F)cc4)cc3C(=O)N([C@@H](C)CO)C[C@@H]2C)cc1,37.3,.
Cc1noc(C)c1NC(=O)Nc1cccc2c1O[C@@H](CN(C)C(=O)Nc1ccc(F)cc1)[C@H](C)CN([C@H](C)CO)C2=O,-23.4,0.7
Cc1[nH]cnc1/C=N/NC(=O)c1ccccn1,47.7,-117.5
C[C@@H]1CN([C@H](C)CO)C(=O)Cc2cc(N(C)C)ccc2O[C@H]1CN(C)Cc1ccc(-c2ccccc2)cc1,?,-28.4

# Part of the list above, with values under each structure.
# Each structure is followed by: T cruzi intra, INS-1E rescue
> CNC[C@H]1Oc2ccc(NC(=O)NC(C)C)cc2C(=O)N([C@@H](C)CO)C[C@@H]1C
  0.6, 5.1
> CC(C)NC(=O)N(C)C[C@H]1Oc2c(NS(=O)(=O)c3ccccc3)cccc2C(=O)N([C@@H](C)CO)C[C@H]1C
  14.8, 3.3
> Cc1noc(C)c1NC(=O)Nc1ccc2c(c1)CC(=O)N([C@H](C)CO)C[C@@H](C)[C@@H](CN(C)Cc1ccncc1)O2
  -19.7, 8.2
> C[C@H]1CN([C@@H](C)CO)C(=O)c2cccc(NC(=O)C3CC3)c2O[C@H]1CN(C)C(=O)NC1CCCCC1
  24.4, 8.8

# (next part)
mol,T cruzi intra,INS-1E rescue
Cc1ccccc1S(=O)(=O)N(C)C[C@H]1OCc2cn(nn2)CCCC(=O)N([C@@H](C)CO)C[C@@H]1C,-13.1,.
C[C@H](CO)N1C[C@H](C)[C@@H](CN(C)Cc2ccc(Cl)c(Cl)c2)Oc2ccc(NS(=O)(=O)c3cn(C)cn3)cc2C1=O,3.8,-1.7
C[C@@H]1CN([C@@H](C)CO)C(=O)CCCn2cc(nn2)CO[C@@H]1CN(C)C(=O)Nc1ccc(C(F)(F)F)cc1,-6.8,.
C[C@H]1CN([C@@H](C)CO)C(=O)CCCn2cc(nn2)CO[C@@H]1CN(C)Cc1ccc2c(c1)OCCO2,-6.6,.
COc1ccc(CN(C)C[C@@H]2Oc3ccc(NS(=O)(=O)c4c(C)noc4C)cc3C(=O)N([C@@H](C)CO)C[C@@H]2C)cc1,16.9,-14.7
C[C@@H]1CN([C@H](C)CO)C(=O)Cc2cc(NS(=O)(=O)c3ccccc3)ccc2O[C@@H]1CN(C)Cc1ccncc1,20.1,5.8
C[C@@H]1CN([C@H](C)CO)C(=O)CCCn2nncc2CO[C@@H]1CN(C)C(=O)C1CCCCC1,-21.3,.
C[C@H](CO)N1C[C@H](C)[C@H](CN(C)Cc2ccc3c(c2)OCO3)Oc2ccc(NS(=O)(=O)c3cn(C)cn3)cc2CC1=O,4.8,-3.9
CC(C)NC(=O)Nc1ccc2c(c1)CC(=O)N([C@@H](C)CO)C[C@H](C)[C@H](CN(C)Cc1ccc(C(=O)O)cc1)O2,-9.0,-3.8
Cc1noc(C)c1S(=O)(=O)Nc1ccc2c(c1)C(=O)N([C@@H](C)CO)C[C@H](C)[C@@H](CN(C)Cc1ccc(C(=O)Nc3ccccc3N)cc1)O2,42.5,-14.3
C[C@@H]1CN([C@@H](C)CO)C(=O)c2cc(NC(=O)C3CC3)ccc2O[C@@H]1CN(C)CC1CC1,-8.3,0.2
